# Screening results from PubChem BioAssay.
# 3T3 cytotox: cytotoxic compounds in NIH 3T3 cells. NIH 3T3 viability, CellTiter-Glo ATP luminescence, 48-72 h. AID 1345082. actives 4.3% (n = 94,000). Potency, µM (doses to about 96.7 µM), without a hit: at the top dose activity change, negative = cytotoxicity, actives largely listed as inhibitors; also: potency is read from the fitted curve at half-maximal effect; nearly all actives have a fitted effect of over 55% in size
#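 ATP-dependent luminescence (CellTiter-Glo) served as the viability signal for NIH 3T3 cells treated with compound for 48 or 72 hr at 37 °C.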
# HEK293 tox: cytotoxic compounds in HEK 293 cells | AID 1345083 | Potency, µM (doses to about 115 µM), for inactives: top-dose activity change, negative = cytotoxicity, most hits filed as inhibitors | HEK 293 viability, ATP luminescence (CellTiter-Glo), 48-72 h | actives 6.6% (n = 94,000); also: potency is read from the fitted curve at half-maximal effect; nearly all actives have a fitted effect of over 60% in size
#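 Pintool-delivered compounds were incubated with HEK 293 cells (250 cells/well) at 37 degree Celsius for 48 or 72 hr. ATP-dependent luminescence (CellTiter-Glo) then reported remaining viable cells.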
# IP6K1 inhibitor: blocks human inositol hexakisphosphate kinase 1 | Q92551 | IP6K1 kinase, ADP-Glo luminescence, 2 h; stronger effect = lower value | activity change, % (series mostly up to about 58 µM) | actives 0.81% (n = 140,000); in the data active = activity change below about -25%
#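 ADP-Glo luminescence measures ADP made by human IP6K1 during a 2 h RT reaction with ATP/IP6 (mix at 1.3 mM/130 uM); top library doses 57.5 and 19.1 uM final.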
# GPT2 inhibitor: inhibitors of human GPT2 alanine aminotransferase; AID 1671188; Recombinant GPT2, coupled pyruvate oxidase/HRP Amplex Red fluorescence; Q8TD30; Potency, µM (doses to about 57.7 µM), without a hit: top-dose activity change, negative = inhibition, hits mostly inhibitors; actives 0.25% (n = 100,000); also: potency is read from the fitted curve at half-maximal effect; nearly all actives have a fitted effect of over 60% in size; many of its hits are not listed in these tables
# Target sequence (Q8TD30 whole entry, looked up): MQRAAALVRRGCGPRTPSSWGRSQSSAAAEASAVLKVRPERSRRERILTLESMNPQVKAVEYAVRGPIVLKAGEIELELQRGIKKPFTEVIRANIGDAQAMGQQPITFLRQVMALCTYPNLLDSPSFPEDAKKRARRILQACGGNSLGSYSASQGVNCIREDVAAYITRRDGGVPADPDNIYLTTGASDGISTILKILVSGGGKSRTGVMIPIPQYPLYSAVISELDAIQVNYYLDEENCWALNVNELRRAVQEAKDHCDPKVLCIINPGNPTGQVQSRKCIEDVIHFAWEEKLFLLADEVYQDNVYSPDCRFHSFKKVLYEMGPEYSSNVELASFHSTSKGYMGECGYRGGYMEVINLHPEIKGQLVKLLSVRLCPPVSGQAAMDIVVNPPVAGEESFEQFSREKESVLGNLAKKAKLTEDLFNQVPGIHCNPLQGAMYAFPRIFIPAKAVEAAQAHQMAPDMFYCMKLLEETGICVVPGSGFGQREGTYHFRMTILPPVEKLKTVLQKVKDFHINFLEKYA
#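 Inhibition is scored from Amplex Red fluorescence generated when pyruvate oxidase and HRP act on pyruvate released by GPT2. Reactions contain 10ng/uL enzyme, 250uM a-KG and 2mM L-alanine and run 30 min at room temperature.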
# Luciferase inh: Photinus pyralis luciferase inhibition | P08659 | purified P. pyralis luciferase, luminescence, biochemical | Potency, µM (top dose mostly 115 µM), for inactives: at the top dose activity change, negative = inhibition, most hits filed as inhibitors | actives 2.5% (n = 76,000); also: potency is read from the fitted curve at half-maximal effect; nearly all actives have a fitted effect of over 65% in size
# Target sequence (P08659 whole entry, looked up): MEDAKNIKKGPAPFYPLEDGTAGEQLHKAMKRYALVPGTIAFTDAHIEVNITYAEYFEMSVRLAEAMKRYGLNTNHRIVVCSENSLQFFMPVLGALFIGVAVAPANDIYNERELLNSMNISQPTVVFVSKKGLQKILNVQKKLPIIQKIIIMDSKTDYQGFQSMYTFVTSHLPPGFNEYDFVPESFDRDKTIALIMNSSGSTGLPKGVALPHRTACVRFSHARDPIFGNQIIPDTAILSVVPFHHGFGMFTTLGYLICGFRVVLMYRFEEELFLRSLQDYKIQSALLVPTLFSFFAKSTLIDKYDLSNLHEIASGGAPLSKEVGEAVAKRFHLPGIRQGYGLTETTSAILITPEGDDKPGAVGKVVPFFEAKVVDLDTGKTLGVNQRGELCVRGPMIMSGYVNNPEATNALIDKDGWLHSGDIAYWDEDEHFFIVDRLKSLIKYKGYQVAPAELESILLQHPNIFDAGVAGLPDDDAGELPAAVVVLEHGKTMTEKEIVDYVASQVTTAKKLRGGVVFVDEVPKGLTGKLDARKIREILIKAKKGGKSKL
#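 Inhibitors were tested against purified firefly luciferase in a biochemical, low-substrate format (both substrates at 10uM) and luminescence measured with a CCD imager.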
# SNCA expr inh: reduces expression of the alpha-synuclein gene; actives 0.17% (n = 140,000); HEK-293 SNCA-luciferase knock-in, luminescence, 24 h; AID 1671194; Potency, µM (series often up to 57.2 µM), inactives show at the highest dose activity change, negative = inhibition, actives largely listed as inhibitors;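 also: potency is read from the fitted curve at half-maximal effect; plate controls were DMSO cells for no effect and cell-free wells for full effect; nearly all actives have a fitted effect of over 45% in size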
# SNCA viab count: reduces viability of HEK-293 SNCA reporter cells; AID 1671193; Potency, µM (top dose mostly 57.1 µM), for inactives: at the top dose activity change, negative = cytotoxicity, usual class: cytotoxic; HEK-293-SNCA-luc viability, GF-AFC fluorescence, 24 h; actives 0.12% (n = 150,000);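 also: potency is read from the fitted curve at half-maximal effect; 0% = DMSO-treated cells and -100% = medium-only wells without cells; nearly all actives have a fitted effect of over 30% in size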
#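 Cytotoxicity counterscreen: after 24 h compound treatment of genome-edited SNCA-luciferase HEK-293 cells, live-cell protease substrate GF-AFC read by fluorescence after 30 min; activity scaled between DMSO (0%) and medium-only (-100%), curves Hill-fitted.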
# * = called active by the depositor; i = inactive; ? = inconclusive; · = not tested or not shown; [ ] = remark or other dose. Unless noted, calls follow the shape of the dose curve; as a rule, active = well fitted curve in the direction sought with a large enough effect; inconclusive = small, poorly fitted or top-dose-only effect, or another doubt; inactive = no such curve, though single readings can be large; an effect the other way counts as inactive or inconclusive. Unless noted, % is scaled to controls: 0 for no effect and ±100 for the full control effect.
1) CCN1Cc2cc3c(cc2N(CC(O)COc2ccccc2)CCC1=O)OCO3 (configuration not stated)
2) COc1ccc(CN2C(=O)COC[C@@H]2[C@H](O)c2ccc(NC(=O)CC(C)(C)C)cc2)cc1
3) CCc1ccc(N(CC)C(=O)CCn2cnc3onc(-c4ccc(F)cc4)c3c2=O)cc1
4) Cc1ccc2oc(C(=O)Nc3ccc(S(=O)(=O)N(C)c4ccccc4)cc3)cc(=O)c2c1
5) Cc1ccc(-c2nc(-c3cccs3)c(-c3cccs3)[nH]2)cc1
6) O=C(C1CCCN1C(=O)Cc1cccc(Cl)c1)N1CCC(N2Cc3cccn3C2=O)CC1 (configuration not stated)

screen / no.,1,2,3,4,5,6
3T3 cytotox,?,?,·,·,·,-3%
HEK293 tox,?,-32%,·,·,·,3%
IP6K1 inhibitor,12,5,21,6,-14,1
GPT2 inhibitor,·,i,·,·,·,-2%
Luciferase inh,·,11%,·,·,·,·
SNCA expr inh,·,13%,-13%,-18%,2%,-9%
SNCA viab count,·,2%,5%,2%,-3%,0%

7) CCn1c(=O)c2cc(C(=O)N(C)c3cc(C)ccc3C)sc2c2ccccc21
8) N#Cc1ccc(O[C@@H]2CCOC[C@H]2NC(=O)c2nnc3n2CCCCC3)cc1
9) COc1ccccc1N(CC(=O)Nc1ccccc1F)S(C)(=O)=O
10) CCOc1ccccc1NC(=O)CSc1nc2c(oc3ccccc32)c(=O)n1C(C)C
11) Cc1noc([C@@H]2CNC[C@H]2C(=O)N2CC=C(c3ccccc3)CC2)n1
12) O=C(O)C1CCc2nnc(C3CCCN(C(=O)c4ccc5c(c4)OCO5)C3)n21 (configuration not stated)

screen / no.,7,8,9,10,11,12
3T3 cytotox,·,-7%,·,·,?,i
HEK293 tox,·,4%,·,·,-11%,5%
IP6K1 inhibitor,19,-1,-9,-9,-1,10
GPT2 inhibitor,·,-37%,·,·,?,3%
Luciferase inh,·,-9%,·,·,-17%,·
SNCA expr inh,?,5%,-21%,-4%,-15%,-17%
SNCA viab count,?,-1%,4%,2%,3%,7%

13) CCc1ccc(C(=O)N2CCC(C3CCN(S(C)(=O)=O)CC3)C2)cc1 (configuration not stated)
14) COC(C)(C)C(=O)N[C@H]1CN(Cc2cccc(C#N)c2)C[C@@H]1C(C)C
15) Cc1cnc(C(=O)N2CC[C@H](n3c(=O)n(C)c4cccnc43)C2)cn1
16) Cc1nccn1CCCC(=O)N1C[C@@H](F)C[C@H]1CNC(=O)CC(C)C
17) CCOC(=O)c1ccccc1NC(=O)CN1C(=O)CC(c2ccccc2)Sc2ccccc21 (configuration not stated)
18) O=C(Nc1ccccc1F)N1CCCCCC1c1nc(-c2cccnc2)no1 (configuration not stated)

screen / no.,13,14,15,16,17,18
3T3 cytotox,-32%,-19%,-11%,-7%,·,-21%
HEK293 tox,-21%,-10%,-7%,?,·,?
IP6K1 inhibitor,6,5,11,-1,-13,13
GPT2 inhibitor,-21%,-28%,i,3%,·,-5%
Luciferase inh,-7%,-5%,·,7%,·,-8%
SNCA expr inh,18%,-2%,-10%,0%,1%,7%
SNCA viab count,2%[12.5 µM],-2%,8%,11%,-3%,8%

19) CC1=C(CC(=O)O)c2cc(F)ccc2C1=Cc1ccc(S(C)=O)cc1 (configuration not stated)
20) CCc1ccc(NC(=O)C2CCN(c3nnc(-n4c(C)ccc4C)s3)CC2)cc1
21) CC(=O)NC[C@@H]1C=C(C)[C@H](Cc2nc3ccccc3[nH]2)C[C@H]1C(C)C
22) CCCc1nccn1S(=O)(=O)c1cc(Br)ccc1OC
23) Cc1ccc(S(=O)(=O)c2nc(-c3cccs3)oc2SCC(=O)Nc2cc(C)cc(C)c2)cc1
24) NC(=O)Cc1cccc(C(=O)c2ccccc2)c1N

screen / no.,19,20,21,22,23,24
3T3 cytotox,·,·,?,·,·,·
HEK293 tox,·,·,?,·,·,·
IP6K1 inhibitor,·,-16,-1,-24,-1,-9
GPT2 inhibitor,i,·,i,·,·,?
Luciferase inh,·,·,1%[172 µM],·,·,·
SNCA expr inh,-24%,-12%,-3%[87.6 µM],20%,10%,-43%[25.6 µM]
SNCA viab count,-16%,0%,-20%[87.6 µM],13%,-16%,-34%[23.9 µM]

25) CC1(C(=O)N2C[C@@H](Oc3cccnc3)C[C@H]2C(=O)N2CCCC2)CCCCC1
26) COc1ccccc1CNC(=O)C(=O)NCC(c1ccc2c(c1)OCO2)N1CCOCC1 (configuration not stated)
27) COC(=O)N(C)Cc1ccccc1C(F)(F)F
28) O=C(NCc1cccc(C(F)(F)F)c1)c1ccc2nnc(-c3ccc(F)cc3)n2c1
29) COCC(=O)N(C)C1CCOc2ccccc21 (configuration not stated)
30) COCCN1C(=O)[C@H]2CN(Cc3cccc(C#N)c3)C[C@H]2C1=O

screen / no.,25,26,27,28,29,30
3T3 cytotox,?,·,-1%[138 µM],?,-6%[138 µM],i
HEK293 tox,?,·,-8%[172 µM],?,0%[172 µM],-21%
IP6K1 inhibitor,5,10,-7,-9,10,7
GPT2 inhibitor,-1%,·,-9%[88.5 µM],?,i,-7%
Luciferase inh,3%,·,1%[172 µM],·,-3%[172 µM],-4%
SNCA expr inh,-4%,16%,-22%[87.6 µM],80%[activator],-14%[87.6 µM],-6%
SNCA viab count,-12%,0%,14%[87.6 µM],-14%,5%[87.6 µM],-13%

31) Cc1ccc(-n2ncc3c(NCCC4=CCCCC4)ncnc32)cc1
32) Cc1nn(-c2ccc(C(C)C)cc2)c(C)c1[C@@H]1C=C[C@@H](NC(=O)CC2(CC(=O)O)CCCC2)C1
33) CC(C)CN1C(=O)c2cccn2CC1CNC(=O)c1ccccc1 (configuration not stated)
34) COc1ccc(-c2cccc(C(=O)N3CCN(C(=O)Cc4ccccc4)CC3)c2)nn1
35) CCNC(=O)c1ccc(OC2CCN(C(=O)c3ccnn3C)C2)nc1 (configuration not stated)
36) COc1cc(C)c2c(c1C)C[C@H](C(C)C(=O)NCc1ccco1)CC2 (some centres not stated)

screen / no.,31,32,33,34,35,36
3T3 cytotox,·,?,-11%,-30%,-4%,?
HEK293 tox,·,?,-26%,-4%,-18%,?
IP6K1 inhibitor,-16,-5,13,3,-3,14
GPT2 inhibitor,·,-18%,4%,·,i,i
Luciferase inh,·,35µM*,2%,·,3%,-12%[172 µM]
SNCA expr inh,45%[activator],7%,3%,·,-7%,-8%[87.6 µM]
SNCA viab count,-2%,-1%,-7%,·,0%,-5%[87.6 µM]

# Reprinted, compounds 31–32
31) Cc1ccc(-n2ncc3c(NCCC4=CCCCC4)ncnc32)cc1
32) Cc1nn(-c2ccc(C(C)C)cc2)c(C)c1[C@@H]1C=C[C@@H](NC(=O)CC2(CC(=O)O)CCCC2)C1

screen / no.,31,32
3T3 cytotox,·,?
HEK293 tox,·,?
IP6K1 inhibitor,-16,-5
GPT2 inhibitor,·,-18%
Luciferase inh,·,35µM*
SNCA expr inh,45%[activator],7%
SNCA viab count,-2%,-1%

# Other entries
37) COc1ccccc1-c1nnc(SCCOc2ccccc2C)o1
38) c1csc(-c2[nH]ncc2CNC2CCC3(CCNCC3)CC2)c1
39) NC(=O)CNC(=O)[C@@]1(O)C[C@@H](O)[C@H](O)[C@@H](NC(=O)c2ccc(F)c(Cl)c2)C1
40) CCC1CCCCN1CCCNC(=O)c1ccc2c(c1)N(Cc1cccc(Cl)c1)C(=O)c1ccccc1S2(=O)=O (configuration not stated)
41) Cc1cnc(C(=O)N2CCCC(c3nc(C4CCOCC4)no3)C2)cn1 (configuration not stated)
42) O=C(Nc1cccc(Cl)c1)C1CCCN(Cc2cccc(-c3cccs3)c2)C1 (configuration not stated)

screen / no.,37,38,39,40,41,42
3T3 cytotox,·,-17%,-1%[174 µM],·,-15%,?
HEK293 tox,·,0%,-3%[172 µM],·,-8%,40µM*
IP6K1 inhibitor,3,-6,1,-12,6,19
GPT2 inhibitor,·,-7%,-28%[88.5 µM],·,i,·
Luciferase inh,·,0%,-7%[172 µM],·,-11%,·
SNCA expr inh,19%,-4%,12%[87.6 µM],?,-14%,·
SNCA viab count,7%,-2%,3%[87.6 µM],?,0%,·

43) O=S(=O)(NCCc1csc(-c2ccc(F)cc2)n1)c1ccc(Cl)cc1
44) Cc1nc(-c2cn(C3CCCN(C(=O)c4ccccc4)C3)nn2)no1 (configuration not stated)
45) CCCNC(=O)Cc1ccc(N(Cc2ccccc2)C(=O)c2ccco2)cc1
46) CCOc1ccc(CCNC(=O)Cn2ccc3cc(S(=O)(=O)N4CCCCCC4)ccc32)cc1
47) OC1CCCN(c2ccc(-c3nc(-c4cccc(C(F)(F)F)c4)no3)cn2)C1 (configuration not stated)
48) COc1ccc(Cl)cc1C(=O)N1CCCN(c2cc(-c3ccc(C)c(C)c3)[nH]n2)CC1
49) CN(Cc1ccc(-c2ccccc2)cc1)Cc1ccsc1
50) CCc1ccccc1NC(=O)Cn1nnc2sc3c(c2c1=O)CCC(C(C)(C)C)C3 (configuration not stated)

screen / no.,43,44,45,46,47,48,49,50
3T3 cytotox,·,-13%,?,·,?,40µM*,-14%[138 µM],·
HEK293 tox,·,-1%,?,·,?,?,-15%[172 µM],·
IP6K1 inhibitor,22,8,-15,33,1,-6,-8,-2
GPT2 inhibitor,·,1%,i,·,?,?,i,·
Luciferase inh,·,4%,4%,·,1.6µM*,-9%,-10%[172 µM],·
SNCA expr inh,?,-15%,3%,9%,48%[activator],?,18%[87.6 µM],16%
SNCA viab count,12%,2%,2%,10%,-15%,-13%,7%[87.6 µM],14%

# Gathered by group: the entries above containing a Cl atom (6)
6) O=C(C1CCCN1C(=O)Cc1cccc(Cl)c1)N1CCC(N2Cc3cccn3C2=O)CC1 (configuration not stated)
39) NC(=O)CNC(=O)[C@@]1(O)C[C@@H](O)[C@H](O)[C@@H](NC(=O)c2ccc(F)c(Cl)c2)C1
40) CCC1CCCCN1CCCNC(=O)c1ccc2c(c1)N(Cc1cccc(Cl)c1)C(=O)c1ccccc1S2(=O)=O (configuration not stated)
42) O=C(Nc1cccc(Cl)c1)C1CCCN(Cc2cccc(-c3cccs3)c2)C1 (configuration not stated)
43) O=S(=O)(NCCc1csc(-c2ccc(F)cc2)n1)c1ccc(Cl)cc1
48) COc1ccc(Cl)cc1C(=O)N1CCCN(c2cc(-c3ccc(C)c(C)c3)[nH]n2)CC1

screen / no.,6,39,40,42,43,48
3T3 cytotox,-3%,-1%[174 µM],·,?,·,40µM*
HEK293 tox,3%,-3%[172 µM],·,40µM*,·,?
IP6K1 inhibitor,1,1,-12,19,22,-6
GPT2 inhibitor,-2%,-28%[88.5 µM],·,·,·,?
Luciferase inh,·,-7%[172 µM],·,·,·,-9%
SNCA expr inh,-9%,12%[87.6 µM],?,·,?,?
SNCA viab count,0%,3%[87.6 µM],?,·,12%,-13%
